EPAC1 agonist: qHTS for Agonist of cAMP-regulated guanine nucleotide exchange factor 3 (EPAC1): primary screen | EPAC1 agonist qHTS, biochemical assay; response scale: 100% = response to 6.5 mM cAMP | Rap guanine nucleotide exchange factor 3 (Homo sapiens), O95398 | Potency, µM (top dose mostly 154 µM), inactives show at the highest dose activation, most hits filed as activators | actives 0.073% (n = 360,000); further: potency means the concentration at half of the fitted maximal effect; nearly all actives have a fitted effect of over 60% in size
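Nucleotide exchange assay: 100 nM EPAC1 with 250 nM Rap1B loaded with BODIPY-GDP and 50 uM GDP, room temperature. Fluorescence (480/540 nm) read every 5 min for 30 min; signal change normalized to 6.5 mM cAMP as full agonist.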
WRN helicase inh: qHTS for Inhibitors of WRN Helicase; Bifunctional 3'-5' exonuclease/ATP-dependent helicase WRN (Homo sapiens), Q14191; WRN helicase unwinding, fluorescent forked duplex, kinetic; Potency, µM (doses to about 114 µM), for inactives: at the top dose activity change, negative = inhibition, actives largely listed as inhibitors; actives 0.46% (n = 360,000); AID 651768, 2012; further: potency means the concentration at half of the fitted maximal effect; on the % scale 0 is the no-effect control and ±100 the full control effect; nearly all actives have a fitted effect of over 55% in size
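Primary qHTS, 1536-well format. 20 nM WRN + compound, 15 min RT; start with 100 nM forked fluorophore/quencher duplex, 2 mM ATP (final); kinetic read ex 525/em 598 nm.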
Mm-Cpn inhibitor: Inhibitors of TCP-1 ring complex (TRiC) of Methanococcus maripaludis (MmCpn): qHTS | purified Mm-Cpn ATPase, ADP Transcreener TR-FRET | Potency, µM (titrated, usually from 76.9 µM), inactives show top-dose activity, negative = inhibition, most hits filed as inhibitors | actives 0.031% (n = 330,000) | AID 504842, 2011; further: potency means the concentration at half of the fitted maximal effect; on the % scale 0 is the no-effect control and ±100 the full control effect; nearly all actives have a fitted effect of over 80% in size
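ATPase read-out: TR-FRET ADP immunoassay (anti-ADP Eu cryptate vs ADP-d2), ex 320 nm, em 590/665 nm; signal drops as ADP forms. Enzyme 25 nM, ATP 10 uM, 30 min at 37°C after 10 min compound preincubation.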
PLK1 PBD block: qHTS for Inhibitors of PLK1-PDB (polo-like kinase 1 - polo-box domain): Primary Screen | Serine/threonine-protein kinase PLK1 (Homo sapiens), P53350 | Plk1 PBD binding of FITC phosphopeptide, fluorescence polarization | Potency, µM, for the others: max response, negative = inhibition, hits mostly inhibitors | actives 2.8% (n = 360,000) | AID 720504, 2013; further: potency means the concentration at half of the fitted maximal effect; series mostly up to about 57 µM; on the % scale 0 is the no-effect control and ±100 the full control effect; nearly all actives have a fitted effect of over 65% in size
Target sequence (P53350 whole entry, looked up, the tested form may be a part): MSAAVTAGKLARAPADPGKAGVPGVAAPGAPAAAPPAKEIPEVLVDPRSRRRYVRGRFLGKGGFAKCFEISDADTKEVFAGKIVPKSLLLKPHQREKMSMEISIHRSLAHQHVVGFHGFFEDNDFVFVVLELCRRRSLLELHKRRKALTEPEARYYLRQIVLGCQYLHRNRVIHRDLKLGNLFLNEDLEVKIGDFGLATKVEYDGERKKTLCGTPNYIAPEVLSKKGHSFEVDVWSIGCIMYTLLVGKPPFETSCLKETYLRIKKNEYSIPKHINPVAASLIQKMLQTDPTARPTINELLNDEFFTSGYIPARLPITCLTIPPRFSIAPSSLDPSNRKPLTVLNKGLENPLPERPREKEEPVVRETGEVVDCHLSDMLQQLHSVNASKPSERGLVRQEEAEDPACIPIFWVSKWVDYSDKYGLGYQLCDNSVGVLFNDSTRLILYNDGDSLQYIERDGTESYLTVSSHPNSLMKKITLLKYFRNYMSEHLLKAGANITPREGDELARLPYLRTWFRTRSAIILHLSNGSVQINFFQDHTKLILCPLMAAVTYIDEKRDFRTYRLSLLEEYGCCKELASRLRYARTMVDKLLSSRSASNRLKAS
EPAC1 antagonist: qHTS for Antagonist of cAMP-regulated guanine nucleotide exchange factor 3 (EPAC1): primary screen; Rap guanine nucleotide exchange factor 3 (Homo sapiens), O95398; EPAC1 GEF assay, Rap1b-BODIPY-GDP exchange fluorescence; Potency, µM (series often up to 115 µM), without a hit: at the top dose activity change, negative = inhibition, hits mostly inhibitors; actives 0.14% (n = 360,000); AID 720709, 2013;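 further: potency means the concentration at half of the fitted maximal effect; plate controls were vehicle for no effect and positive control for full effect; nearly all actives have a fitted effect of over 50% in size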
EPAC2 antag: qHTS for Antagonist of cAMP-regulated guanine nucleotide exchange factor 2 (EPAC2): primary screen; Rap guanine nucleotide exchange factor 4 (Homo sapiens), Q8WZA2; EPAC2 GEF exchange of Rap1B-BODIPY-GDP, fluorescence; Potency, µM (series often up to 114 µM), inactives show top-dose activity, negative = inhibition, usual class: inhibitors; actives 0.18% (n = 360,000); AID 720708, 2013; further: potency means the concentration at half of the fitted maximal effect; on the % scale 0 is the no-effect control and ±100 the full control effect; nearly all actives have a fitted effect of over 45% in size; many of its hits are not listed in these tables
PI5P4Ka inh: qHTS for Inhibitors of phosphatidylinositol 5-phosphate 4-kinase (PI5P4K); Phosphatidylinositol 5-phosphate 4-kinase type-2 alpha (Homo sapiens), P48426; max response, %; PI5P4Kalpha enzyme, ADP-Glo luminescence, 60 min; stronger effect = lower value; actives 1.2% (n = 330,000); active means max response of -50% or lower; inconclusive means between -30% and -50%; inactive means -30% or higher; further: value at the top dose of about 77 µM; on the % scale 0 is the no-effect control and ±100 the full control effect
Target sequence (P48426 whole entry, looked up): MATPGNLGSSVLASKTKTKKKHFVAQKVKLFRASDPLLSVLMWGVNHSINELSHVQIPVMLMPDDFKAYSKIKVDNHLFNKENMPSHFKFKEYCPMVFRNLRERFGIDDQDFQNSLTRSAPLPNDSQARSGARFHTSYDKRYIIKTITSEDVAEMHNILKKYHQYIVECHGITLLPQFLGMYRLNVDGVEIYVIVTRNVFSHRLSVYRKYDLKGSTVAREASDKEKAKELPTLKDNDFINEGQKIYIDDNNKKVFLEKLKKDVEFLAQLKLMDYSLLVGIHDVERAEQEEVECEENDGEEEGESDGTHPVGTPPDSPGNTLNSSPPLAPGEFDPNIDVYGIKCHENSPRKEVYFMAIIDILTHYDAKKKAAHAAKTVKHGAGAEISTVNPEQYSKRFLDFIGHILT
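Luminescence from ADP-Glo served as readout of PI5P4Kalpha activity in a qHTS format. Reaction: enzyme, substrate, compound, ATP at 5 microM final, 60 min at RT.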
CCT chaperon mod: High-Throughput Screening for Modulators of Cytosolic Chaperonin Activity; AID 651819, 2012; activity change, % (test concentration not listed), hits read low; actives 0.3% (n = 360,000); purified chaperonin ATPase assay, HTRF ADP detection, 30 min; in the data active means activity change below about -30%; further: on the % scale 0 is the no-effect control and ±100 the full control effect
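First, chaperonin was dispensed at 40 nM or 20 nM final depending on batch activity. Next, compounds were pinned at 76 uM and ATP added at 10 uM. After 30 min at 37 °C, ADP detection reagents ran 30 min at ambient temperature.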
* marks the source's active call; other numbers are inactive results; u = inconclusive; x = not tested or not shown; [ ] = another dose, or the depositor's remark. Unless noted, the call rests on the fitted dose curve; in most records, active means well fitted curve in the direction sought with a large enough effect; inconclusive means small, poorly fitted or top-dose-only effect, or another doubt; inactive means no such curve, though single readings can be large; an effect the other way counts as inactive or inconclusive.

Below each SMILES: EPAC1 agonist	WRN helicase inh	Mm-Cpn inhibitor	PLK1 PBD block	EPAC1 antagonist	EPAC2 antag	PI5P4Ka inh	CCT chaperon mod
O=C1CCCCCN1C(=O)c1ccc(C(=O)N2CCCCCC2=O)cc1
 : -3%	11%	1%	30µM*	-1%	6%	-6	0.8
CCCC(C)C(=O)Nc1ccc(NC(C)=O)cc1 (stereo not drawn)
 : 5%	1%	-1%	0%	-6%	3%	-8	-3.3
Nc1ncnc2c1ncn2C1CCC(CO)C(O)C1 (stereo not drawn)
 : 1%	3%	-3%	-2%	-12%	-15%	x	0.9
O=C(CCn1c(=S)oc2ccccc21)N1CCN(c2ccc(F)cc2)CC1
 : 8%	-6%	2%	3%	-7%	-12%	2	0.6
COc1ccc(CCNC(=O)C2CCCN(c3nc(C)cc(C)n3)C2)cc1 (stereo not drawn)
 : 3%	-9%	-2%	-5%	11%	0%	0	2.7
Cc1cc(OCC(=O)OCC(=O)NCc2ccc3c(c2)OCO3)ccc1Cl
 : -8%	-1%	0%	2%	-9%	1%	-4	-1.4
C=CCOc1ccc(CN(C)C(=O)C2CCCO2)cc1 (stereo not drawn)
 : 5%	-30%	1%	-5%	-12%	2%	10	-2.0
CCN(CC(=O)Nc1ccc(NC(C)=O)cc1)C(=O)/C=C/c1cn(-c2ccccc2)nc1-c1ccc(C)cc1
 : -9%	-9%	1%	-1%	-7%	2%	0	-0.8
CC1(C)CC(=O)C=C(c2ccc(COC(=O)c3ccccc3)cc2)C1=O
 : -5%	-2%	x	-1%	-10%	-1%	1	1.5
Cc1ccc(SCc2c(C(=O)N/N=C/c3ccc4c(c3)OCO4)nnn2-c2nonc2N)cc1
 : 3%	-9%	-9%	-9%	2%	-1%	0	-2.4
CC1(C)C2CCC1(CS(=O)(=O)NC1CCCC1)C(=O)C2 (stereo not drawn)
 : -2%	3%	1%	-13%	-12%	14%	1	-2.9
CCCc1nc2ccc(NC(C)=O)cc2c(=O)n1Cc1cccc(Cl)c1
 : -1%	-1%	0%	-4%	-10%	3%	-7	-0.3
CCCNC(=O)C1(C)CCCN(C(=O)c2cc(F)cc(F)c2)C1 (stereo not drawn)
 : 7%	-3%	x	-11%	9%	4%	4	-1.3
COc1ccc(N2C(=O)CC(N3CCCC4CCCCC43)C2=O)cc1 (stereo not drawn)
 : 9%	-9%	-1%	-9%	-12%	-6%	4	0.2
CCOC(=O)c1ccc(/[N+]([O-])=C/c2ccccc2)cc1
 : -15%	3%	-2%	21µM*	11%	26%	-12	-3.6
COc1ccc(OC)c(S(=O)(=O)N(C)CC(=O)N2CCN(c3ccccc3)CC2)c1
 : 0%	-1%	-5%	-7%	-12%	1%	10	-2.0
O=S(=O)(c1ccc2c(c1)OCCO2)N1CCN(S(=O)(=O)c2ccccn2)CC1
 : -11%	x	1%	x	-17%	12%	x	x
Cc1ccc(NC(=O)C2C3C=CC4(O3)C2C(=O)N(CCCN2CCCCC2)C4C(=O)NC2CCCCC2)cc1C (stereo not drawn)
 : 6%	0%	-1%	0%	-3%	-3%	-2	2.2
CC(C)c1nnc(NC(=O)C2CCCN2C(=O)Nc2ccccc2)s1 (stereo not drawn)
 : 5%	-17%	1%	4%	-17%	2%	0	1.7
COc1ccc(Cc2nnc(NS(=O)(=O)Cc3ccccc3)s2)cc1
 : 5%	4%	0%	-19%	-4%	15%	-4	-1.5
CCCc1cc2c(cc1NC(=O)c1ccccc1C)OCO2
 : 3%	4%	1%	-4%	-2%	-1%	6	-1.0
O=C(O)/C=C\C(=O)Nc1ccc(OCc2ccccc2)cc1
 : -3%	5%	3%	-4%	-2%	0%	1	-0.4
Cc1ccc(NC(=O)c2oc3ccc(Br)cc3c2C)cc1S(=O)(=O)N1CCOCC1
 : -3%	-1%	x	-4%	-4%	10%	0	2.8
Clc1ccc(OCCCN2CCCCC2)c(Br)c1
 : 3%	-7%	1%[15.4 µM]	0%	4%	-2%	8	-0.9
CC(=O)OC1OCCOC1NC(=S)Nc1cccc(C(F)(F)F)c1 (stereo not drawn)
 : -5%	2%	5%	-3%	12%	4%	-5	-0.9
COc1ccc(C(CNC(=O)C(CCSC)NC(=O)c2ccccc2OC)N2CCCCC2)cc1 (stereo not drawn)
 : -10%	-6%	0%	7%	8%	12%	-14	1.3
CN(CC(=O)Nc1ccccc1C(F)(F)F)C(=O)CSCc1ccccc1
 : 2%	3%	1%	-13%	-21%	-6%	-3	-1.8
O=C(CCc1nc2ccccc2c(=O)[nH]1)NCCN1C(=O)S/C(=C\c2ccc(Cl)cc2Cl)C1=O
 : 9%	-28%	-4%	-5%	-12%	7%	u	-0.8
CCC(NC(=O)c1ccc([N+](=O)[O-])cc1[N+](=O)[O-])c1ccccc1 (stereo not drawn)
 : 5%	-10%	-1%	-9%	-14%	-17%	0	-0.4
Cc1oc2ccc(OCc3ccc(F)cc3)cc2c1C(=O)O
 : -9%	-15%	2%	-4%	4%	11%	-30	-6.5
CC1CCN(S(=O)(=O)c2ccc(NC(=O)Cn3nnc(-c4ccccc4F)n3)cc2)CC1
 : -1%	-26%	-1%	-6%	-7%	-13%	x	-1.5
Cc1cc(C(=O)O)ccc1-c1ccc(/C=N/n2cnnc2)o1
 : 5%	-9%	-2%	0%	2%	-8%	0	-0.5
COc1ccc(-c2oc3ccc(N4CCOCC4)cc3c2C#CC2(O)CCCCC2)cc1
 : 3%	2%	x	3%	-9%	-10%	13	1.1
Cc1ccc(S(=O)(=O)N2CCN=C2SC(C)c2ccccc2)cc1 (stereo not drawn)
 : 4%	-21%	5%	-4%	-18%	-9%	16	-0.9
COc1ccccc1NS(=O)(=O)c1ccc2c(c1)n(C)c(=O)n2C
 : 5%	-8%	1%	-11%	6%	-1%	x	-0.5
O=C(CSc1nnc(-c2cccnc2)n1Cc1ccco1)Nc1nc(-c2ccc(F)cc2)cs1
 : 11%	-3%	-1%	-5%	4%	-3%	-7	-2.0
CCNC(=S)N1CCN(Cc2ccc3c(c2)OCO3)CC1
 : -14%	0%	-9%	1%	7%	-3%	-5	1.1
CC(=O)Oc1ccccc1C(=O)Oc1ccccc1C(=O)O
 : -36%[inhibitor]	7%	-1%	-2%	3%	9%	-4	-1.5
C/C(=N\NC(N)=O)c1ccc(-n2ccnc2)cc1
 : 12%	2%	-2%	-3%	-16%	4%	0	1.0
COc1cc2c(cc1NC(=O)c1ccccc1F)CCCC2
 : 19%	-22%	0%	-14%	-21%	-12%	14	-3.4
Cn1c(N)c(C(=O)CSc2nc(N)cc(N)n2)c(=O)n(C)c1=O
 : 11%	-7%	-5%	-22%	-13%	6%	0	1.3
CCOc1ccc(NS(=O)(=O)c2ccc(C(=O)NCc3ccncc3)cc2)cc1
 : -3%	6%	0%	-4%	8%	2%	-3	-0.5
O=C(NCc1ccccc1)C1CCCN1S(=O)(=O)c1ccc(F)cc1 (stereo not drawn)
 : -1%	0%	-6%	u	11%	10%	-5	2.1
Clc1cccc(Cc2nn[nH]n2)c1
 : -4%	8%	1%	2%	1%	11%	-6	-0.2
CN1C(=O)N(CC(=O)N2CCN(c3ncccn3)CC2)C(=O)C12CCCCC2
 : -5%	1%	2%	0%	7%	3%	-3	2.1
Cc1cccc(C)c1NC(=O)C(c1ccc(C(F)(F)F)cc1)n1c(=O)c(-c2ccco2)nc2ccccc21 (stereo not drawn)
 : -14%	-8%	x	-16%	-15%	-16%	-54*	x
Cn1c(C(=O)Nc2ccc3c(c2)OCCO3)cc2sccc21
 : 11%	1%	-3%	-14%	3%	-3%	x	-0.8
CCOc1ccc(NC(=O)c2sccc2-n2cccc2)cc1
 : -9%	7%	2%	-2%	-14%	-19%	-1	-0.5
FC(F)(F)c1nnc(Nc2ccc(Cl)cc2)s1
 : 4%	-7%	u	1%	-24%	-5%	1	2.1
CC(=O)c1cccc(-c2ccnc3c2CC(C(=O)NCc2ccccc2)O3)c1 (stereo not drawn)
 : -5%	4%	x	-25%	-18%	18%	-15	-1.6
Cc1nnc(N2C(=O)c3ccc(Br)cc3C2=O)s1
 : -1%	-31%	-2%	-5%	-5%	-2%	2	1.0
C=CCOc1ccc(/C=C2\N=C(C)OC2=O)cc1OC
 : 5%	u	0%	-18%	2%	-1%	-7	-1.7
Cc1cc(Nc2cccc(F)c2)nc(NCc2ccccc2)n1
 : 17%	-23%	0%	-5%	-10%	-1%	-13	-1.2
CCOC(=O)Cc1c[nH]c2ccccc12
 : 5%	9%	0%	-3%	2%	0%	x	0.4
CCCCC1NC(=S)N(C2CCCCC2)C1=O (stereo not drawn)
 : 1%	-2%	0%	-26%	-15%	-7%	1	0.6
COC(=O)[C@@H](NCc1cccc(CN([C@H](C(=O)OC)C(C)C)S(C)(=O)=O)c1)C(C)C
 : 3%	4%	-7%	-19%	2%	-5%	1	-0.4
C#CCSC1=C(C#N)C(c2cccs2)C(C(=O)OCC)=C(C)N1 (stereo not drawn)
 : 10%	-5%	-13%	-23%	-11%	1%	x	-3.6
CCOc1ccc(C(=O)NCC(=O)OCc2c(F)cccc2Cl)cc1OCC
 : -13%	7%	-8%	7%	-20%	-1%	21	-1.3
O=c1cc(CSc2nnnn2-c2ccccc2)[nH]c2[nH]n(-c3ccccc3)c(=O)c12
 : 12%	-13%[57.1 µM]	-1%	-6%	4%	1%	u	-2.5
Cc1ccc(/C=C/C2=NN(Cc3ccc(Cl)c(Cl)c3)C(=O)CC2)cc1
 : 23%	-7%	2%	3%	-11%	-6%	13	-7.7

Assay outcomes (PubChem)

The list is partial; count on the stated rates, not on these rows.
